DAX1 inh-1: inhibitors of human orphan nuclear receptor DAX1 (NR0B1); AID 504766; inhibition, % at 6.75 µM; P51843; 340,000 tested, 0.99% active; HEK293 Gal4-DAX1 luciferase reporter, luminescence;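 active means inhibition above the mean over all tested compounds plus 3 SD, cut at about 4.2% in these data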;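 further: 0% = DAX1-transfected cells with DMSO and 100% = empty-vector control cells with DMSO; inhibition shows as a rise in luminescence from relieved DAX1 repression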
Target sequence (P51843 207-470 limits assumed): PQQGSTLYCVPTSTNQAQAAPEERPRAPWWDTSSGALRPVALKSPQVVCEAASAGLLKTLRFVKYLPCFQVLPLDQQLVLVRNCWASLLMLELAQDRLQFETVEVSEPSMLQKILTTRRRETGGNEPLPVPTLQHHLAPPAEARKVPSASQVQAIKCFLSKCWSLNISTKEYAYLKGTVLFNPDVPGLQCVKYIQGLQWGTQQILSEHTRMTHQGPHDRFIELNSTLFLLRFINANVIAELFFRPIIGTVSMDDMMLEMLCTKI
ADAM17 inh: inhibitors of human ADAM17 | recombinant ADAM17, EDANS/DABCYL FRET peptide cleavage | AID 720648 | P78536 | 370,000 tested, 0.83% active | inhibition, % at 6.95 µM;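 active means inhibition above the mean of compounds lying between control limits plus 3 SD, set per campaign, cut at about 8.5% in these data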;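 further: 0% = DMSO-only wells as the low control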
Target sequence (P78536 215-824 limits assumed): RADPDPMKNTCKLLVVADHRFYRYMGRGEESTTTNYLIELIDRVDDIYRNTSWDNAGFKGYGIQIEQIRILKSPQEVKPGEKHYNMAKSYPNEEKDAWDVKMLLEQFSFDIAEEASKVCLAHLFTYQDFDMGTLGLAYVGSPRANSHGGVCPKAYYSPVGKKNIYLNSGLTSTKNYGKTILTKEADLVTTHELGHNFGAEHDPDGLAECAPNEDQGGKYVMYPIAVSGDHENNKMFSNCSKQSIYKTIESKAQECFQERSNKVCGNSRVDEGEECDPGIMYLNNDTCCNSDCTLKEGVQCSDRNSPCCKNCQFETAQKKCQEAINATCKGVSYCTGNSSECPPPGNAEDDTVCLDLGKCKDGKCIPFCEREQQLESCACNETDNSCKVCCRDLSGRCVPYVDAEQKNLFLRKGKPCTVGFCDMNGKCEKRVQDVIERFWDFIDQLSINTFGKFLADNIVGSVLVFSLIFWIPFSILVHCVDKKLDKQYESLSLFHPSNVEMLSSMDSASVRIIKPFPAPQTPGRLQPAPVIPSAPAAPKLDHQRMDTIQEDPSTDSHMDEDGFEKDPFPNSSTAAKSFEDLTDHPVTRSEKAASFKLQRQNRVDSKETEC
ADAM10 inh: inhibitors of human ADAM10. O14672. recombinant ADAM10, EDANS/DABCYL FRET peptide cleavage, 3 h. inhibition, % at 7 µM. 370,000 tested, 0.62% active. AID 720582;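 active means inhibition above a per-campaign cutoff equal to the mean of compounds falling between control-based bounds plus 3 SD, cut at about 20% in these data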;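 further: 0% = DMSO wells while the 100% control is not disclosed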
PG9 binder: small molecules binding HIV-1 gp120 antibody PG9. TR-FRET gp120-PG9 antibody binding. inhibition, % at 6.7 µM. 360,000 tested, 0.43% active; in the data active means inhibition above about 8.5%
hcDAF12 agonist: activators of H. contortus DAF-12 nuclear receptor; HEK293 hcDAF-12 lit1-tk-luc reporter, luminescence; 0% DMSO, 100% Δ7-dafachronic acid; activation, % at 6.8 µM; 370,000 tested, 1.4% active;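 active means activation above the mean of all tested compounds plus 3 SD, cut at about 5.5% in these data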;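 further: 100% = response to 3 µM Δ7-dafachronic acid high control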
GC-A act: GC-A (human) enzyme activation. P16066. HEK293 GC-A cells, cGMP TR-FRET, EC30 ANP; 0% at EC30 ANP, 100% saturating ANP. activation, % at 10 µM. 370,000 tested, 0.14% active. AID 1671463; in the data active means activation above about 40%
DAX1 inh-2: DAX1 (NR0B1) inhibition, primary screen; HEK293T StAR-luciferase reporter, SF-1/DAX-1 repression relief; inhibition, % at 6.8 µM; 370,000 tested, 1.1% active; AID 652010;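 active means inhibition above the mean over all tested compounds plus 3 SD, cut at about 3.6% in these data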;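 further: 0% = DAX-1 cells with DMSO and 100% = cells lacking DAX-1 with DMSO; higher inhibition means more luminescence from relief of DAX-1 repression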
GAA850 FXN act: activators of GAA850 frataxin (FXN) promoter; HEK293 lucGAA850 FXN promoter luciferase reporter, 24 h; percent of 10 µM SAHA response; activation, % at 6 µM; 360,000 tested, 0.56% active; AID 540364;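 active means activation above the average of all compounds screened plus 3 SD, cutoff fixed separately per campaign, cut at about 7.5% in these data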;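 further: 0% = DMSO wells and 100% = 10 µM SAHA wells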
SMARCA2 activ: activators of SMARCA2 function; MG213 cells, MMTV-luciferase reporter, dexamethasone, overnight; activation, % at 9.1 µM; 370,000 tested, 1% active; AID 652017; in the data active means activation above about 7.8%;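 further: 0% = vehicle wells and 100% = reference activator wells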
ssDAF-12 act: activators of S. stercoralis DAF-12 nuclear receptor; 370,000 tested, 1% active; HEK293 ssDAF-12/GRIP1 lit1-tk-luc reporter, luminescence; % of 3 µM dafachronic acid response; activation, % at 6.8 µM;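 active means activation above the mean over all tested compounds plus 3 SD, cut at about 0.9% in these data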;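 further: 0% = DMSO-only wells and 100% = 3 µM delta7-dafachronic acid wells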
hgDAF12 agonist: activates the H. glycines DAF-12 receptor ligand-binding domain. HEK293 GAL4-hgDAF12 UAS-luciferase reporter, agonist luminescence; normalized to butyrate control. activation, % at 6.8 µM. 370,000 tested, 1.8% active. AID 687014;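 active means activation above a cutoff set at the mean of all screened compounds plus 3 SD, cut at about 10% in these data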;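 further: 0% = DMSO wells and 100% = sodium butyrate wells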
* marks the source's active call; other numbers are inactive results; i = inactive; · = no result given.

item	Compound	DAX1 inh-1	ADAM17 inh	ADAM10 inh	PG9 binder	hcDAF12 agonist	GC-A act
1	CCOC(=O)c1cc2c(nc1NC(=S)NCc1ccccc1)CCCC2	0.9	-0.6	-10.9	-0.2	-0.5	7.0
2	C/C(=C\CCC1(C)C2CC3C(C2)C31C)C(=O)O (stereo not drawn)	1.8	1.1	-13.8	0.6	-0.2	1.7
3	Cc1ccc(C(=O)NC(=S)NNC(=O)CC#N)cc1	-1.1	-2.3	-2.0	-0.2	3.5	4.5
4	COc1cccc(/C=C2\SC(=S)N(N3CCOCC3)C2=O)c1OC	1.5	5.4	4.7	-0.1	0.6	-1.2
5	O=C(O)CC(Sc1ccc(Cl)cc1)C(=O)Nc1ccccc1 (stereo not drawn)	·	-2.2	1.4	1.4	-1.8	-3.9
6	CCC(C)c1ccc(NC(=S)NCc2cccs2)cc1 (stereo not drawn)	0.6	4.8	7.1	-2.5	0.4	5.1
7	COc1ccc(OC)c(CN2CCC(C(=O)N3CCOCC3)CC2)c1	-0.8	-0.9	3.5	-2.5	0.8	1.6
8	COc1ccccc1Cc1c(-c2ccco2)nc2c3ccccc3ccn12	·	-15.6	-54.0	1.1	5.7*	-3.5
9	CSc1nc(N)nc2c1ncn2CC(=O)NCCCN1CCCC1=O	0.7	-8.1	-22.4	-0.6	0.5	-1.9
10	CN(C(=O)CN1C(=O)CCSc2ccc(S(=O)(=O)N3CCCC3)cc21)c1ccccc1	0.6	0.1	-4.8	0.8	-0.9	-31.8

item	DAX1 inh-2	GAA850 FXN act	SMARCA2 activ	ssDAF-12 act	hgDAF12 agonist
1	0.7	3.0	0.8	-0.3	4.4
2	0.5	-0.9	0.2	-1.1	-1.2
3	-0.2	1.0	-1.9	-0.7	5.0
4	0.2	5.2	5.1	-0.5	3.0
5	-0.2	·	-3.6	-1.5	0.6
6	0.9	-1.5	1.5	-1.4	6.9
7	0.1	2.8	1.2	-0.8	-1.0
8	0.7	·	6.4	0.6	6.7
9	1.8	1.9	-1.8	-0.8	-1.4
10	-0.4	2.5	-2.8	-0.8	0.6

Going on with the list.
item	Compound	DAX1 inh-1	ADAM17 inh	ADAM10 inh	PG9 binder	hcDAF12 agonist	GC-A act
11	COc1ccc(C(C)(C)C)cc1NC(=O)COc1ccc(-c2nnco2)cc1	-0.5	2.8	-13.9	1.1	-2.6	-3.9
12	COc1ccc(OC)c(CN2C(=O)CSCC2(C)c2nnnn2C2CCCC2)c1 (stereo not drawn)	·	-1.9	0.7	·	0.4	-2.4
13	COc1ccc(CC(=O)Nc2nc(-c3ccc(F)c(F)c3)cs2)cc1OC	-2.9	3.8	3.0	-0.2	-4.8	23.9
14	CCOC(=O)c1cnc2ccc(C(=O)OC)cc2c1Nc1cccc(C(=O)O)c1	-0.6	-7.8	-8.9	-1.3	-0.7	-2.2
15	Cc1sc2ncn3ncnc3c2c1C	0.8	-2.0	-2.8	0.6	-1.6	3.1
16	CCN1C(=O)/C(=C2/C=CC=CN2C)OC1=S	1.1	1.7	-0.2	-2.8	-1.1	-1.8
17	O=C(NC1CC1)C1CCN(C2CCN(Cc3ccccc3C(F)(F)F)CC2)CC1	0.3	0.9	-9.2	-1.3	-2.2	-1.8
18	COc1ccc(CN(C)CC2CCCN(CCc3ccc(Cl)cc3)C2)cc1OC (stereo not drawn)	0.0	-5.0	-10.2	-1.0	-1.1	-8.6
19	Cc1ccc(-c2csc(NC(CO)c3nc4ccccc4n3CCOCCO)n2)cc1 (stereo not drawn)	-0.3	0.9	1.7	0.7	0.7	-5.8
20	O=C(c1ccc(S(=O)(=O)Nc2ccc(F)cc2)cc1)N1CCN(c2ccccn2)CC1	-2.5	-0.1	3.4	-0.9	-2.3	-6.7

item	DAX1 inh-2	GAA850 FXN act	SMARCA2 activ	ssDAF-12 act	hgDAF12 agonist
11	2.8	1.7	-1.9	-1.3	-2.3
12	-0.7	·	-0.9	-0.8	0.3
13	-1.4	-3.3	-5.0	-2.3	-8.3
14	0.7	0.0	-1.8	-0.3	-1.4
15	0.1	-2.2	-1.4	-1.3	3.2
16	0.0	0.1	-0.2	-1.5	0.2
17	-1.4	-0.4	-1.9	-0.2	0.0
18	0.5	-0.7	-0.3	-0.1	1.1
19	0.1	1.6	0.0	-0.9	-2.0
20	-1.8	-0.9	-2.5	-2.5	-5.3

More compounds:
item	Compound	DAX1 inh-1	ADAM17 inh	ADAM10 inh	PG9 binder	hcDAF12 agonist	GC-A act
21	Cc1ccc(S(=O)(=O)N2CCN(S(=O)(=O)N3CCOCC3)CC2)cc1	0.8	0.2	5.0	-0.4	-1.6	1.0
22	CC(C)C(C(=O)NC1CCCC1)N(Cc1ccco1)C(=O)CNS(=O)(=O)c1ccccc1 (stereo not drawn)	0.5	1.2	2.6	0.6	-1.2	0.3
23	Cc1cs/c(=N/C(=S)Nc2ccccc2)n1C	2.8	3.4	-6.0	1.5	1.5	-4.5
24	CC(C)(C)C(=O)Nc1ccc(C(=O)N/N=C/c2ccccc2OC(=O)c2ccccc2)cc1	0.0	1.5	4.8	-2.1	-2.4	-0.5
25	CC(C)(C)NC(=O)CCCCCCCC(=O)NC(C)(C)C	0.5	4.6	-1.6	-1.2	-1.5	-0.6
26	Cc1ccnc(NC(=O)C2CCN(S(=O)(=O)c3cccc4nsnc34)CC2)c1	-0.5	-2.3	8.8	-0.8	-0.1	-1.0
27	O=C(NCC1CCCO1)c1ccc2c(c1)N(Cc1ccc(F)cc1Cl)C(=O)CS2 (stereo not drawn)	0.1	-0.7	4.6	-0.3	-2.2	-2.0
28	O=C(O)CCC(=O)N(Cc1ccco1)c1nc(-c2ccccc2)cs1	0.4	-2.5	-13.8	0.7	-0.7	2.9
29	Cc1ccc(NC(=O)CNC(=O)COc2ccccc2)nc1	0.3	-3.2	-8.4	-2.3	-0.4	2.9
30	CCN(CC(=O)Nc1cc(Cl)ccc1C)C(=O)CCS(=O)(=O)c1ccc(C)cc1	0.2	-2.7	-7.9	-0.8	-0.7	-3.5

item	DAX1 inh-2	GAA850 FXN act	SMARCA2 activ	ssDAF-12 act	hgDAF12 agonist
21	0.4	-0.5	7.1	-0.2	-0.7
22	-0.1	-0.3	-1.6	-1.3	0.0
23	5.6*	4.6	1.5	0.9*	12.8*
24	-1.1	-0.2	-0.1	-2.0	-3.6
25	1.0	-1.3	-3.4	-0.3	1.6
26	-0.7	-2.2	-6.5	-1.6	-0.4
27	-0.3	-2.6	1.4	-0.8	1.9
28	-0.7	0.7	-3.0	-1.4	-0.8
29	1.8	-1.5	-1.4	-1.0	0.0
30	-0.1	0.1	1.6	-1.0	-0.5

Following part
item	Compound	DAX1 inh-1	ADAM17 inh	ADAM10 inh	PG9 binder	hcDAF12 agonist	GC-A act
31	O=C(NCc1ccccc1)C1=C[C@H](c2ccccc2)C[C@H](OCc2ccc(CO)cc2)O1	-1.6	8.2	20.2*	1.6	-1.2	-7.0
32	Brc1ccc(-c2csc(N/N=C/c3ccc4c(c3)OCO4)n2)cc1	-1.1	-2.9	-10.2	0.2	-0.7	2.9
33	O=C(O)C1CCCCC1C(=O)Nc1ccccc1F (stereo not drawn)	3.0	-1.0	1.4	-1.6	-1.1	3.6
34	Cc1cccc(NC(=S)NC(=O)C(c2ccccc2)c2ccccc2)n1	-1.5	0.9	0.6	-3.3	-1.1	-3.0
35	Cc1ccc(NC(=O)[C@H](Cc2ccccc2)NC(=O)C2CCNCC2)cc1	-0.1	-2.8	6.7	-2.0	0.2	5.6
36	COc1ccccc1OCCCCCCN1CCOCC1	3.6	-6.1	-10.4	-0.5	0.0	·
37	CC(C)N(C(=O)Cn1cc(SCC(=O)NCC2CCCO2)c2ccccc21)C(C)C (stereo not drawn)	-0.1	0.5	6.2	-1.0	-1.5	-1.5
38	C/C(CC(C)C)=N\Nc1ccc(S(N)(=O)=O)cc1[N+](=O)[O-]	1.6	2.5	2.1	-2.4	-1.6	5.2
39	COc1cccc(/C=N/NC(N)=S)c1OS(=O)(=O)c1ccccc1	0.2	-0.9	-6.3	0.2	-3.1	0.9
40	CS(=O)(=O)Oc1ccc2c(c1)O/C(=C\c1cccnc1)C2=O	1.7	-9.7	-15.7	-2.3	-2.2	0.9

item	DAX1 inh-2	GAA850 FXN act	SMARCA2 activ	ssDAF-12 act	hgDAF12 agonist
31	-0.1	-1.0	1.7	-1.5	-1.1
32	-0.1	1.3	-4.2	-0.5	1.4
33	-0.8	2.2	-0.6	-1.2	-0.7
34	-0.8	2.1	-0.6	-1.3	-1.1
35	1.4	1.8	-1.2	-1.2	0.8
36	-1.0	1.2	-1.4	-0.7	1.2
37	-0.4	-0.3	-1.1	-1.5	-0.5
38	-0.4	3.1	-2.8	-1.2	-4.0
39	-1.6	0.3	-2.2	-1.1	-1.6
40	-0.9	1.8	-2.4	-1.4	-0.2

(next part)
item	Compound	DAX1 inh-1	ADAM17 inh	ADAM10 inh	PG9 binder	hcDAF12 agonist	GC-A act
41	C#CCNC(=O)c1cnn(-c2ccccc2)c1N	·	-1.5	-8.3	·	-0.9	0.8
42	Cc1ccc(S(=O)(=O)Nc2cccc(/C=C/C(=O)O)c2)cc1	1.4	-3.3	-2.1	-3.5	0.6	0.0
43	CC(=O)CSc1nnc(-c2ccncc2)n1C	-0.4	-1.9	-1.7	0.4	1.9	7.0
44	CCN(c1ccccc1)S(=O)(=O)c1cc(C(=O)Oc2ccc3c(C)cc(=O)oc3c2)ccc1C	2.4	i	i	1.6	0.7	-0.1
45	Cc1nn(CC(=O)Nc2ccccn2)c(C)c1[N+](=O)[O-]	0.0	-2.7	-1.9	0.1	-1.0	7.7
46	Cc1cccc(NNC(=O)C2CCC2)c1	-1.4	-1.5	-1.4	-2.8	1.8	-1.5
47	N/C(=N\OC(=O)Cc1ccccc1[N+](=O)[O-])c1cccnc1	-0.1	-1.9	0.9	0.0	0.0	2.7

item	DAX1 inh-2	GAA850 FXN act	SMARCA2 activ	ssDAF-12 act	hgDAF12 agonist
41	-0.3	·	-1.2	-0.5	1.9
42	0.6	1.4	3.2	-1.2	1.3
43	0.4	0.5	2.1	0.1	4.7
44	-0.1	0.1	-2.1	-0.8	-1.6
45	0.4	0.3	-1.0	-0.2	1.3
46	0.1	0.7	-1.4	-0.8	-0.3
47	-1.7	1.4	0.6	-0.6	2.9

Molecules above that have a nitro group on carbon (3):
item	Compound	DAX1 inh-1	ADAM17 inh	ADAM10 inh	PG9 binder	hcDAF12 agonist	GC-A act
38	C/C(CC(C)C)=N\Nc1ccc(S(N)(=O)=O)cc1[N+](=O)[O-]	1.6	2.5	2.1	-2.4	-1.6	5.2
45	Cc1nn(CC(=O)Nc2ccccn2)c(C)c1[N+](=O)[O-]	0.0	-2.7	-1.9	0.1	-1.0	7.7
47	N/C(=N\OC(=O)Cc1ccccc1[N+](=O)[O-])c1cccnc1	-0.1	-1.9	0.9	0.0	0.0	2.7

item	DAX1 inh-2	GAA850 FXN act	SMARCA2 activ	ssDAF-12 act	hgDAF12 agonist
38	-0.4	3.1	-2.8	-1.2	-4.0
45	0.4	0.3	-1.0	-0.2	1.3
47	-1.7	1.4	0.6	-0.6	2.9

Screening data (PubChem BioAssay)

Hits appear at their usual frequency; 6.8% or so of the library scored in one or more.
